High-throughput results (PubChem)
All columns: NCI-60 one-dose screen, growth in % after 48 h at 10 µM unless noted; 100 = growth as untreated, 0 = no growth, -100 = all killed.
SNB-75: SNB-75 CNS cancer. 5% of 79,000 active
SW-620: SW-620 colon cancer; 5.2% of 82,000 active; AID 1794795
HT29: HT29 colon cancer. 7.4% of 81,000 active. AID 1794748
HCT-15: HCT-15 colon cancer; AID 1794746; 5.2% of 82,000 active
COLO 205: COLO 205 colon cancer; AID 1794742; 7.3% of 79,000 active
NCI-H322M: NCI-H322M lung cancer; 2.7% of 80,000 active; AID 1794733
KM12: KM12 colon cancer cells; 5% of 82,000 active; AID 1794800
HCT-116: HCT-116 colon cancer. AID 1794798. 7.3% of 82,000 active
HCC-2998: HCC-2998 colon cancer | 4.7% of 79,000 active | AID 1794799
* = called active by the depositor; . = not tested or not shown. The calls were made as follows: active = growth percent below 10; inactive = the rest.

1. COc1ccc(C(C(=O)NC(C)(C)C)N(Cc2ccco2)C(=O)CNC(=O)OC(C)(C)C)cc1OC (configuration not stated)
2. CCCCCN=C(N)N/N=C/c1c[nH]c2ccc(OC)cc12
3. Cc1nn(-c2ccccc2)c(N2CCCC2)c1-c1nc2ccc(C(=O)NN)cc2[nH]1
4. COc1ccc(C2C=C(c3ccc(Cl)c(Cl)c3)N=C3SC(C)=CN32)cc1OC (configuration not stated)
5. c1ccc([P+](CCSCCSCC[P+](c2ccccc2)(c2ccccc2)c2ccccc2)(c2ccccc2)c2ccccc2)cc1
6. O=[N+]([O-])c1ccc(Nc2nc(NCCN3CCOCC3)ncc2[N+](=O)[O-])cc1
7. Oc1ccccc1CN1CCN(C(c2ccccc2)c2ccccc2)CC1
8. CN(C)c1ccnc2c1ccn2C(=O)NS(=O)(=O)c1ccccc1

assay / entry	1	2	3	4	5	6	7	8
SNB-75	55	137	90	83	86	76	100	.
HCT-116	94	113	101	49	91	88	98	104
SW-620	94	107	100	86	112	89	113	116
COLO 205	108	98	110	72	103	97	103	115
KM12	110	100	100	57	103	99	99	96
HCC-2998	.	108	102	78	125	93	112	104
HCT-15	103	113	103	81	102	85	100	107
NCI-H322M	100	116	106	72	110	85	106	90
HT29	104	108	106	63	102	92	102	103

An excerpt of these results, with values under each structure.
Order of values: SNB-75 | HCT-116 | SW-620 | COLO 205 | KM12 | HCC-2998 | HCT-15 | NCI-H322M | HT29
#3 Cc1nn(-c2ccccc2)c(N2CCCC2)c1-c1nc2ccc(C(=O)NN)cc2[nH]1
    90 | 101 | 100 | 110 | 100 | 102 | 103 | 106 | 106
#6 O=[N+]([O-])c1ccc(Nc2nc(NCCN3CCOCC3)ncc2[N+](=O)[O-])cc1
    76 | 88 | 89 | 97 | 99 | 93 | 85 | 85 | 92
#5 c1ccc([P+](CCSCCSCC[P+](c2ccccc2)(c2ccccc2)c2ccccc2)(c2ccccc2)c2ccccc2)cc1
    86 | 91 | 112 | 103 | 103 | 125 | 102 | 110 | 102
#4 COc1ccc(C2C=C(c3ccc(Cl)c(Cl)c3)N=C3SC(C)=CN32)cc1OC (configuration not stated)
    83 | 49 | 86 | 72 | 57 | 78 | 81 | 72 | 63
#8 CN(C)c1ccnc2c1ccn2C(=O)NS(=O)(=O)c1ccccc1
    . | 104 | 116 | 115 | 96 | 104 | 107 | 90 | 103

Continued.
9. COc1cc(C(=O)O)cc(Cl)c1O
10. CCN1C(=O)N(c2ccccc2)C2NC(=S)N(/N=C/C=C/c3ccccc3OC)C21 (configuration not stated)
11. O=C1C=CC(=O)N1c1cccc2c1CCCC2
12. OC(COc1ccccc1Cl)CN1CCN(c2cccc(Cl)c2)CC1 (configuration not stated)
13. OCCSc1ncnc2nc[nH]c12
14. Cc1csc(NC(=O)c2sc3nc(-c4cccs4)ccc3c2N)n1
15. Nc1ccc(O)c(O)c1O
16. Nc1ccc(NS(=O)(=O)c2ccccc2)cc1

assay / entry	9	10	11	12	13	14	15	16
SNB-75	97	25	86	104	101	102	103	87
HCT-116	102	9.0*	95	98	97	.	108	104
SW-620	101	22	100	110	105	99	105	104
COLO 205	124	6.5*	49	101	108	103	124	113
KM12	106	11	109	104	112	93	106	117
HCC-2998	105	15	118	114	105	114	104	101
HCT-15	106	8.5*	98	97	105	102	108	107
NCI-H322M	102	42	92	108	112	102	111	98
HT29	95	7.6*	102	99	99	102	110	103

An excerpt from above in order of SMILES length, descending:
1. COc1ccc(C(C(=O)NC(C)(C)C)N(Cc2ccco2)C(=O)CNC(=O)OC(C)(C)C)cc1OC (configuration not stated)
4. COc1ccc(C2C=C(c3ccc(Cl)c(Cl)c3)N=C3SC(C)=CN32)cc1OC (configuration not stated)
16. Nc1ccc(NS(=O)(=O)c2ccccc2)cc1

assay / entry	1	4	16
SNB-75	55	83	87
HCT-116	94	49	104
SW-620	94	86	104
COLO 205	108	72	113
KM12	110	57	117
HCC-2998	.	78	101
HCT-15	103	81	107
NCI-H322M	100	72	98
HT29	104	63	103

Additional compounds.
17. O=C1CC(c2cccc(F)c2)c2cnn(Cc3ccc4c(c3)OCO4)c2N1 (configuration not stated)
18. CCOC(=O)c1c(NC(=O)NCCc2c[nH]c3ccccc23)sc2c1CCCC2
19. N/C(=N\c1nc2ccccc2[nH]1)NC(=O)Cc1cccc2ccccc12
20. COc1cc(OC)c(C(=O)/C=C/c2ccc(OC)c(OC)c2)c(OC)c1
21. C=C1CC[C@@H]2[C@](C)(COC(C)=O)[C@H](OC(C)=O)CC[C@@]2(C)[C@@H]1CC(Sc1ccccc1)C1=CCOC1=O (some centres not stated)
22. N#CC(C#N)=Cc1ccc(Oc2ccccc2)cc1
23. CC(C)n1nc(C#Cc2cccc3cc(-c4cccc(C(F)(F)F)c4)ncc23)c2c(N)ncnc21
24. Clc1ccc(-n2on2-c2ccc(Cl)cc2)cc1

assay / entry	17	18	19	20	21	22	23	24
SNB-75	103	71	88	86	87	85	-4.3*	95
HCT-116	81	99	67	95	-35*	96	31	95
SW-620	100	111	86	85	0.8*	110	72	101
COLO 205	97	.	91	109	-68*	.	.	108
KM12	100	89	82	88	19	105	61	92
HCC-2998	112	109	103	102	45	100	98	105
HCT-15	96	92	72	75	-38*	100	64	96
NCI-H322M	94	96	85	89	67	95	95	.
HT29	81	111	83	96	-39*	94	30	107

25. Cc1ccc([C@@H]2C[C@@H]3Cc4cc(Br)c5ccccc5c4N2O3)o1
26. Cc1ccccc1NCCOC(=O)Nc1ccccc1Cl
27. C/C(=C/c1ccccc1O)c1ccc2ccccc2[o+]1
28. Cn1c(=O)c2c(nc(CCc3ccccc3)n2C)n(C)c1=O
29. CCCCCC(C)N (configuration not stated)
30. O=S(=O)(NCCCNc1nccc(-n2ccc3cccnc32)n1)c1ccc(F)cc1
31. CCCC(N)=O
32. CCOC(=O)N1C(=O)NC(=O)C1c1ccccc1 (configuration not stated)

assay / entry	25	26	27	28	29	30	31	32
SNB-75	86	104	98	103	108	.	93	89
HCT-116	90	80	104	97	105	100	114	102
SW-620	100	98	100	110	106	111	100	106
COLO 205	102	.	109	109	114	103	105	111
KM12	90	102	98	106	109	98	105	103
HCC-2998	96	100	108	108	99	107	109	108
HCT-15	84	112	98	118	100	102	100	91
NCI-H322M	93	105	96	96	99	87	107	113
HT29	67	79	106	101	115	109	112	96

33. COC(=O)CC1(CC(N)=O)SCCS1
34. O=C(O)CCC(=O)OCc1ccccc1
35. CC1=C(C(N)=O)S(=O)(=O)c2ccccc21
36. Brc1ccc2c(c1)CCCC2
37. COC(CC(C)(O)C#CCC(C)(O)/C=C/C1=C(C)CCCC1(C)C)OC (configuration not stated)
38. Cc1ccc(-n2ncc3c(=O)n(-c4cccc(C)c4)c(=O)[nH]c32)cc1
39. N[C@H](Cc1c[nH]c2ccccc12)C(=O)O
40. c1ccc2cc(C[n+]3ccn(CCCCn4cc[n+](Cc5ccc6ccccc6c5)c4)c3)ccc2c1

assay / entry	33	34	35	36	37	38	39	40
SNB-75	109	94	89	103	88	86	104	55
HCT-116	106	105	100	112	63	102	99	59
SW-620	108	102	107	107	98	105	107	103
COLO 205	132	117	126	109	98	113	102	49
KM12	105	106	113	105	95	107	102	64
HCC-2998	96	103	91	101	103	111	105	87
HCT-15	110	102	101	91	97	102	100	99
NCI-H322M	.	119	103	116	105	97	116	90
HT29	118	111	108	112	84	110	80	31

41. COc1ccc(S(=O)(=O)Oc2ccc(-c3sc4cc(OS(=O)(=O)c5ccc(OC)cc5)ccc4c3C(=O)c3ccc(OCCN4CCCCC4)cc3)cc2)cc1
42. COc1ccc(C(=O)n2nc(-c3ccccc3)nc2N)cc1
43. CC1(C)[C@@H](O)CC[C@]2(C)[C@H]3CC[C@@H]4[C@H]5[C@H](C(=O)/C=C/c6ccc(C=O)cc6)CC[C@]5(CO)CC[C@@]4(C)[C@]3(C)CC[C@@H]12
44. O=[N+]([O-])c1cc([N+](=O)[O-])c2ccccc2c1O
45. CNC(=O)c1n[nH]n2c1nc(=O)c1c3c(sc12)CCCC3
46. CC12SCC(C(=O)NCc3cccc(C(F)(F)F)c3)N1C(=O)c1ccccc12 (configuration not stated)
47. Nc1ccc(CCc2ccc3ccccc3n2)cc1
48. O=C1/C(=C/c2ccc(-c3ccc(Br)cc3)o2)SC(=S)N1CCc1ccc(O)cc1

assay / entry	41	42	43	44	45	46	47	48
SNB-75	71	88	50	78	91	93	87	38
HCT-116	99	102	89	103	95	88	103	75
SW-620	108	106	106	91	101	109	111	81
COLO 205	109	122	120	100	106	104	119	-28*
KM12	99	103	101	106	105	99	100	43
HCC-2998	105	101	137	103	103	111	98	94
HCT-15	101	99	93	118	101	96	107	79
NCI-H322M	99	101	108	113	103	100	109	84
HT29	92	64	111	122	98	78	99	77

Record cards, from the list above. Order of screens: SNB-75, HCT-116, SW-620, COLO 205, KM12, HCC-2998, HCT-15, NCI-H322M, HT29
`Brc1ccc2c(c1)CCCC2` is entered as 103, 112, 107, 109, 105, 101, 91, 116, 112
`Cn1c(=O)c2c(nc(CCc3ccccc3)n2C)n(C)c1=O` is entered as 103, 97, 110, 109, 106, 108, 118, 96, 101
`CC12SCC(C(=O)NCc3cccc(C(F)(F)F)c3)N1C(=O)c1ccccc12` (configuration not stated) is entered as 93, 88, 109, 104, 99, 111, 96, 100, 78

The list continues.
49. CCC(C)[C@@H]1NC(=O)[C@@H](C(C)CC)NC(=O)CC(=O)[C@H](C)[C@H](/C=C(\C)CC(C)C/C(C)=C/c2cnco2)OC1=O (some centres not stated)
50. CC(C)=C(NC(=O)c1ccccc1)C(=O)O
51. CCCCn1c(-c2ccc(O)cc2)cn2c3c(=O)[nH]c(=O)n(C)c3nc12
52. COc1cccc(C2=NN(c3ccc(-c4ccccc4)nn3)C(c3cccc(F)c3)C2)c1 (configuration not stated)
53. COc1ccc(-c2nn(-c3ccccc3)cc2/C=C/C(=O)OCc2cn(-c3ccc(C)cc3)nn2)cc1
54. CCOC(=O)CCCCc1ccc(C(=O)CCC(=O)O)cc1
55. Clc1ccc(-c2ccnc3c2c(-c2ccccc2)nn3-c2ccccc2)cc1
56. O=C(Nc1ccccc1Cl)c1cnc2ccc(C3CCNCC3)cn12

assay / entry	49	50	51	52	53	54	55	56
SNB-75	105	108	53	83	.	100	98	-6.8*
HCT-116	93	117	45	82	95	95	100	58
SW-620	111	102	37	91	92	105	105	97
COLO 205	114	112	90	94	112	105	118	.
KM12	106	100	60	93	100	106	103	110
HCC-2998	149	101	72	99	102	97	108	123
HCT-15	99	104	54	85	103	99	102	47
NCI-H322M	108	104	119	92	91	95	101	23
HT29	104	100	78	84	96	96	101	18

57. O=C(CSc1nc2ccccc2c(=O)n1-c1ccccc1)Nc1cccc(C(=O)/C=C/c2cccc(O[N+](=O)[O-])c2)c1
58. O=C1OCC/C1=C/OCCO/C=C1\CCOC1=O
59. Cc1ccc(C(C)C)c(OCC(=O)O)c1
60. COc1ccc(C/C(C)=C(\c2ccc(O)cc2)c2ccc(OCCN3CCOCC3)cc2)cc1
61. Cc1ccc(S(=O)(=O)Nc2cc(C)cc(CCNC=O)c2C)cc1
62. Cc1ccccc1C(=O)N(C(C)C)C(C)C
63. CC1=CC(c2ccc(C)cc2)N2C(C)=CSC2=N1 (configuration not stated)
64. Cc1nc(Cl)c2c(n1)N(C)c1ccccc1C(C)C2 (configuration not stated)

assay / entry	57	58	59	60	61	62	63	64
SNB-75	87	86	99	98	95	100	86	89
HCT-116	63	102	105	95	102	98	103	80
SW-620	95	106	96	107	114	98	106	81
COLO 205	121	103	107	110	113	.	111	93
KM12	100	107	108	101	107	104	112	90
HCC-2998	120	.	106	107	107	118	125	95
HCT-15	97	94	101	97	95	93	93	63
NCI-H322M	108	114	107	97	91	119	100	91
HT29	107	104	109	89	116	90	105	73

Quoted from the results shown for reference:
63. CC1=CC(c2ccc(C)cc2)N2C(C)=CSC2=N1 (configuration not stated)
64. Cc1nc(Cl)c2c(n1)N(C)c1ccccc1C(C)C2 (configuration not stated)

assay / entry	63	64
SNB-75	86	89
HCT-116	103	80
SW-620	106	81
COLO 205	111	93
KM12	112	90
HCC-2998	125	95
HCT-15	93	63
NCI-H322M	100	91
HT29	105	73

Continued:
65. Cc1ccc(C2=C(O)C(=O)C(c3ccc(C)cc3)=C(O)C2=O)cc1
66. CN1CCC(CC(C(=O)N2CCCC2)(c2ccccc2)c2ccccc2)C1 (configuration not stated)
67. CC(C)C(CCC(=O)O)CC(=O)O (configuration not stated)
68. O=C1/C(=C/c2ccc(Oc3ccccc3)cc2)N=C(c2ccccc2)N1CCc1cccs1
69. Cc1ccc(/C=C/C(=O)c2c(O)c3ccccc3oc2=O)cc1
70. O=C(CSc1n[nH]c(-c2ccncc2)n1)c1ccc(Br)cc1
71. C/C(=C(/C)C1CC1CCN(Cc1ccccn1)Cc1ccccn1)c1ccccc1 (configuration not stated)
72. O=C(O)c1cc(Br)ccc1O
73. C=CCn1c(SCC(=O)Nc2ccc(C(=O)/C=C/c3ccc(Cl)cc3)cc2)nnc1-c1c[nH]c2ccccc12
74. CCCCn1c(O)c(N=Nc2nc(-c3cc4ccccc4oc3=O)cs2)c2cc(Br)ccc21
75. CCOC(=O)c1ccc(NC(C)=O)o1

assay / entry	65	66	67	68	69	70	71	72	73	74	75
SNB-75	75	81	98	63	104	77	85	94	93	102	94
HCT-116	78	104	92	57	87	98	93	101	-46*	107	101
SW-620	100	121	103	80	109	102	108	98	88	114	79
COLO 205	62	98	120	107	106	114	105	105	107	140	106
KM12	100	104	105	98	102	100	101	96	80	114	102
HCC-2998	93	101	101	97	105	.	97	108	97	111	115
HCT-15	92	98	113	92	99	102	96	96	63	102	106
NCI-H322M	.	.	107	94	102	99	100	96	88	102	108
HT29	57	102	100	35	106	103	97	107	89	112	102
